MsrA inhibitor: bovine MsrA inhibition | purified bovine MsrA, absorbance read-out | inhibition, % at 15.5 µM | 360,000 compounds, 0.75% hits | AID 651718; in the data active means inhibition above about 4.5%;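 further: 0% = vehicle wells with enzyme and 100% = reference inhibitor wells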
Neddylation inh: inhibitors of human cullin neddylation. TR-FRET cullin neddylation, biochemical. calls only at 25 µM. AID 651699. 360,000 compounds, 0.58% hits. P61081+Q13564; in the data active means inhibition above about 36%
CSN inh: CSN deneddylation inhibition. Purified CSN, SCF-Nedd8-OG deneddylation, fluorescence polarization. inhibition, % at 12.5 µM. 360,000 compounds, 0.38% hits. Q92905;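 active means pattern-corrected inhibition above about 35%, with an unprinted fluorescence ratio check between 0.5 and 1.5, limit read from the data, passing the limit was not always enough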;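 further: 0% = enzyme with substrate and 100% = substrate without enzyme; some results filed as inactive read as strong as hits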
Target sequence (Q92905 whole entry, looked up, one chain of several): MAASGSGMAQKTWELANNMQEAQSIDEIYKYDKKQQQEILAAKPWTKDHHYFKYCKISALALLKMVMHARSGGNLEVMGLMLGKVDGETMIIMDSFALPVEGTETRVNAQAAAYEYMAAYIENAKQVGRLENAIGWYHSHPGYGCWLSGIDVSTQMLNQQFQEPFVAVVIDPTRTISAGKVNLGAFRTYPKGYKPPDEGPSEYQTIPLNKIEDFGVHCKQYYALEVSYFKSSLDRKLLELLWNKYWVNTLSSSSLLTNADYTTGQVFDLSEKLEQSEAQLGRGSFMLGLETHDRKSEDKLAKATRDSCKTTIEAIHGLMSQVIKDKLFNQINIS
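Assay system: Purified human Csn5 enzyme expressed in HEK293T cells | Amount: Enzyme 0.24 nM | Measured by: Fluorescence polarization readout | Medium: Tris/NaCl/DTT buffer, pH 7.5 | Compound dosing: One concentration, 12.5 µM, 0.25% DMSO | Times: 90 min incubation of compound, enzyme and substrate at room temperature | Control set: no-enzyme wells high, enzyme-with-substrate wells low | Read-out: % inhibition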
PABP1 MLLE inh: blocks PAM2 peptide binding to the PABP1 MLLE domain; AID 588489; P11940; inhibition, % at 20 µM; GST-MLLE / FITC-PAM2 fluorescence polarization; 360,000 compounds, 0.36% hits; in the data active means inhibition above about 35%, passing the limit was not always enough;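 further: plate controls were DMSO wells with GST-MLLE for no effect and wells lacking GST-MLLE protein for full effect; some results filed as inactive read as strong as hits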
Target sequence (P11940 whole entry, looked up, the tested form may be a part): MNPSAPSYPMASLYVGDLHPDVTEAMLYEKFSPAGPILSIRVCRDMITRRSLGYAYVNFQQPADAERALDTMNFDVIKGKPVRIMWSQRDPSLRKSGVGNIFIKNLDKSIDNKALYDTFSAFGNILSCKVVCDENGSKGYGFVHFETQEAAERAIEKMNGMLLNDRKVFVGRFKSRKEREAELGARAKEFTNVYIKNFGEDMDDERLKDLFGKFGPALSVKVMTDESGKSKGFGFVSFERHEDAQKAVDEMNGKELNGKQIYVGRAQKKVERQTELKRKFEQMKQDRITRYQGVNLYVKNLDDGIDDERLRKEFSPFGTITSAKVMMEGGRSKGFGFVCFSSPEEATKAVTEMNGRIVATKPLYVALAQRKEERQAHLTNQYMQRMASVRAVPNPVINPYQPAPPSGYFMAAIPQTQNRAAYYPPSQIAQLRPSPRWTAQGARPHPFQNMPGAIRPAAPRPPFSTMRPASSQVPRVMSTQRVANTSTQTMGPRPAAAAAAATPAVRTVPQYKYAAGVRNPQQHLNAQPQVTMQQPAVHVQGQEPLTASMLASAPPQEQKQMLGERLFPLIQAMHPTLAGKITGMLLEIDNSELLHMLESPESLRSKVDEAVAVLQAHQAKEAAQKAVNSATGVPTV
FAS-TE inh: blocks the thioesterase domain of human fatty acid synthase. P49327. recombinant FAS-TE, OMFH fluorogenic substrate, fluorescence endpoint. inhibition, % at 15 µM. 360,000 compounds, 0.67% hits. AID 602261;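 active means compounds whose normalised, plate-corrected inhibition of enzyme fluorescence in the single-dose primary screen is 50% or more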;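 further: 0% = DMSO with enzyme and 100% = substrate without enzyme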
E coli Lon inh: E. coli protease La inhibition | inhibition, % at 7.94 µM | 360,000 compounds, 0.42% hits | purified E. coli Lon protease, fluorescence polarization | P0A9M0 | AID 602123; in the data active means inhibition above about 13%, passing the limit was not always enough;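 further: 0% = enzyme with probe and DMSO and 100% = no enzyme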
Tb MetRS inh: blocks T. brucei methionyl-tRNA synthetase activity; purified T. brucei MetRS, ATP depletion, Kinase-Glo luminescence; inhibition, % at 11.9 µM; 360,000 compounds, 0.4% hits; AID 624268;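 active means inhibition above a per-plate cutoff of the control wells' mean inhibition plus 3 SD, cut at about 5.5% in these data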;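 further: 0% = DMSO wells median and 100% = median of wells with control inhibitor compound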
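Measured by: Kinase-Glo luciferase luminescence reporting remaining unconsumed ATP. Material: purified T. brucei MetRS enzyme. Doses: 11.9 µM compound single dose, 0.9% DMSO. Medium: HEPES buffer containing pyrophosphatase, BSA, spermine, DTT. Times: 15 min preincubation, 2 h reaction, all 25 °C. Reagent: methionine, ATP and bulk E. coli tRNA.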
Rin1-Abl PPI inh: human Rin1-Abl interaction inhibition; P00519+Q13671; TR-FRET Rin1/Abl binding, biochemical; inhibition, % at 7.35 µM; 360,000 compounds, 0.4% hits; in the data active means inhibition above about 5%, passing the limit was not always enough
bovine MsrA act: activators of bovine methionine sulfoxide reductase A; purified bovine MsrA, absorbance read-out; activation, % at 10.6 µM; 360,000 compounds, 0.3% hits; AID 602163; in the data active means activation above about 7.5%;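 further: 0% = vehicle and 100% = reference activator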
Numbers without * were called inactive; i = inactive; · = no result given.

Every second line gives: MsrA inhibitor	Neddylation inh	CSN inh	PABP1 MLLE inh	FAS-TE inh	E coli Lon inh	Tb MetRS inh	Rin1-Abl PPI inh	bovine MsrA act
Cc1ccc(NC(=O)CSc2ncccn2)cc1S(=O)(=O)N1CCOCC1
→ -0.3	i	0	-4	-8	-11	0.0	2	0
Cc1cc(C)n2nc(C(=O)Nc3ccc4c(c3)CCC4)nc2n1
→ -1.6	i	-1	-16	-3	-6	-0.3	0	0
COc1ccccc1NC(=O)C(C)OC(=O)/C=C/c1ccc2ccccc2n1 (centres undefined)
→ 0.2	i	-1	-25	2	-6	-0.4	-1	-2
Cc1cc(C)nc(Nc2nc(C(N)Cc3ccccc3)cs2)n1 (centres undefined)
→ -0.2	i	-1	-8	-7	9	-0.1	0	-3
O=C(CCN1CCN(c2ccccc2)CC1)NNC(=S)Nc1ccccc1Cl
→ 0.9	i	-2	6	-3	10	-0.4	-4	0
CCN(C(=O)Cn1nc(C)n2c(cc3cc(C)ccc32)c1=O)c1ccccc1
→ 1.5	i	4	-11	1	8	-0.2	-6	-2
COc1cccc(NCc2cc(=O)oc3cc(C)c(C(C)C)cc23)c1
→ 1.3	i	4	9	15	-1	0.1	1	-2
CC[N+]1(CC)CC2=Cc3c(ccc4ccccc34)C(C)C2C1 (centres undefined)
→ 0.0	i	3	-11	-5	-4	1.2	-7	-2
CN(/N=C/c1ccncc1)c1cnc2ccccc2n1
→ 4.7*	i	-3	0	0	0	-1.7	-12	-17
Cc1cc2cc3c(cc2nc1SCC(=O)N1CCN(C(=O)c2ccco2)CC1)OCO3
→ 3.3	i	-2	-4	2	-14	0.5	-4	-5
O=C(NCC1CCCO1)c1cc(-c2ccc(F)cc2)no1 (centres undefined)
→ -0.3	i	-2	-5	-1	-6	-0.6	0	-1
O=C(Nc1cccnc1)C1CCCN(S(=O)(=O)c2cccc3nsnc23)C1 (centres undefined)
→ 0.3	i	0	-4	-12	7	-0.9	-5	-1
COC(=O)c1ccc(CN2C(=O)c3ccccc3C2=O)cc1
→ 0.0	i	-4	9	8	-3	-1.1	-1	-3
COc1ccc2cc3c(N)c(C(=O)NCc4ccco4)sc3nc2c1
→ 0.3	i	9	-12	-2	-22	-0.2	-10	-4
COc1ccc(CN(C)C(C)C(=O)N(C)CC(=O)Nc2ccc(C)cc2)cc1F (centres undefined)
→ 0.7	i	-4	-1	-2	-20	3.7	0	-2
CC(=O)N1CC(C)Sc2ccc(S(=O)(=O)NCCc3ccccc3)cc21 (centres undefined)
→ 0.8	i	0	10	1	3	-0.3	1	-3
CC(C)(C)C1CCCCC1NC(=O)c1ccncc1 (centres undefined)
→ 1.8	i	0	-7	-3	6	-0.9	-3	0
Cc1cccc(CN2CCN(C3CN(Cc4cn(Cc5ccccc5C(F)(F)F)nn4)S(=O)(=O)C3)CC2)c1 (centres undefined)
→ -0.9	i	-1	-3	2	-10	-0.5	2	0
COc1cc2c(cc1NC(=O)CN(C)Cc1ccc(OC)c(OC)c1)oc1ccccc12
→ 4.6*	i	-4	-10	45	0	-0.4	1	-7
CSCc1ccc(C(=O)NCC(c2cccs2)N2CCOCC2)cc1 (centres undefined)
→ -0.4	i	3	1	-8	-4	-0.8	0	-6

One compound at a time (already shown). Values in the order: MsrA inhibitor, Neddylation inh, CSN inh, PABP1 MLLE inh, FAS-TE inh, E coli Lon inh, Tb MetRS inh, Rin1-Abl PPI inh, bovine MsrA act
`COc1cccc(NCc2cc(=O)oc3cc(C)c(C(C)C)cc23)c1` is listed as 1.3, i, 4, 9, 15, -1, 0.1, 1, -2
`CSCc1ccc(C(=O)NCC(c2cccs2)N2CCOCC2)cc1` (centres undefined) is listed as -0.4, i, 3, 1, -8, -4, -0.8, 0, -6

The list goes on.
Every second line gives: MsrA inhibitor	Neddylation inh	CSN inh	PABP1 MLLE inh	FAS-TE inh	E coli Lon inh	Tb MetRS inh	Rin1-Abl PPI inh	bovine MsrA act
O=C(Cc1ccc(Cl)cc1)SCc1ccccc1
→ 0.2	i	0	14	26	-9	-0.2	1	-1
CCCNC(=O)C(Sc1ccccc1)c1ccccc1 (centres undefined)
→ 0.1	i	4	-2	-4	2	-0.5	-2	-2
CN(C)c1ccc(/C=C2/C=C(c3ccc4c(c3)CCCC4)OC2=O)cc1
→ -0.5	i	20	-135	17	-10	-0.2	1	4
CC(C)C(NC(=O)c1ccccc1)C(=O)OCC(=O)N1CCCC1 (centres undefined)
→ 1.4	i	3	0	-9	-4	-0.2	5	-3
CCOCCC(=O)Nc1ccc2c(c1)c(=O)n(C)n2-c1ccc2ccccc2c1
→ 1.9	·	-1	1	-5	-6	-0.4	-2	-4
CC(=O)Nc1cccc(OCc2c(F)cccc2Cl)c1
→ 1.6	i	-4	-15	-2	3	-0.9	3	-7
O=C(CN1C(=O)S/C(=C\c2cccc(Cl)c2)C1=O)NC1C=CS(=O)(=O)C1 (centres undefined)
→ 0.8	i	0	19	5	-2	0.2	-4	-1
CC(C)C[C@H](NC(=O)N1c2ccccc2NC(=O)[C@@H]1C(C)C)C(=O)N1CCC[C@@H]1C(=O)O
→ -0.5	i	1	-20	-3	-18	0.2	1	-2
O=C(OCCN=C1NS(=O)(=O)c2ccccc21)c1cccc([N+](=O)[O-])c1
→ -0.2	i	0	13	1	13	-0.1	-1	-5
O=C(O)CNC(=O)c1ccc2c(c1)OCCO2
→ -1.9	i	1	1	-6	-3	-0.1	-1	-2
CC(=O)c1ccc(N2CCN(C(=O)c3cccs3)CC2)c(F)c1
→ 0.8	i	3	-2	-5	-6	-0.1	-2	-3
CCc1nc2ccc(C(=O)NC3CCN(Cc4ccccc4)CC3)cn2c1N(C)Cc1cccs1
→ 0.8	i	6	-7	0	3	-0.1	-1	0
CCOC(=O)Cn1nc(C)c(NC(=O)COc2cccc(Cl)c2)c1C
→ 0.8	i	-5	9	-2	-8	0.2	-2	-3
Cc1ccc(S(=O)(=O)N[C@H](C(=O)N2CCC(C(=O)N[C@@H](CCC(N)=O)C(=O)O)CC2)C(C)C)cc1
→ -0.4	i	-1	-2	-4	-2	-0.5	-4	-3
COC(=O)N/N=C/c1sc(N2CCCCC2)nc1-c1cccs1
→ 4.2	i	9	-30	3	-8	0.0	-1	-2
Cc1ccc(S(=O)(=O)N(C)c2ccc(C(=O)NCc3cccnc3)cc2)cc1
→ 1.7	i	0	2	-5	-1	-0.3	3	-6
Fc1ccc(CNc2nc(-c3cccnc3)nc3ccccc23)cc1
→ 1.1	i	13	-57	7	-3	-0.5	0	-11
O=C(Nc1nccs1)c1ccc(-c2ccccc2[N+](=O)[O-])o1
→ 1.8	i	6	-10	-5	0	-0.1	-4	-3
O=C(COc1ccc(Br)cc1)NCCO
→ -0.9	i	0	0	-11	1	-1.0	-1	-5
COc1cc(C)cc(C(=O)O)c1C1=C(O)c2cccc(O)c2C(=O)C1=O
→ 0.4	i	24	3	-4	-1	1.2	1	-1
O=C(CCN1C(=O)c2ccccc2C1=O)NCc1ccco1
→ -0.1	i	4	14	-10	-7	-0.6	4	-4
CN(CC(=O)Nc1ccc(F)cc1)C(=O)COC(=O)c1ccc(=O)n(Cc2ccccc2)n1
→ 0.4	i	-3	6	-2	0	-0.2	2	-1
O=C(c1ccncc1)N1CCN(S(=O)(=O)c2cc(C(F)(F)F)cc(C(F)(F)F)c2)CC1
→ -0.8	i	0	7	-1	-8	-0.4	0	-3
COc1ccc(C(=O)NCc2nnc(SCC(=O)N3CCCC3)o2)cc1OC
→ 2.2	i	0	-74	-5	-5	-0.1	1	-7
CCn1c(N2CCN(S(=O)(=O)c3ccc(F)cc3)CC2)nc2ccccc21
→ 1.4	i	-4	-7	6	1	-0.6	2	-8
Cn1c(=O)c2c(nc3n2CCS3)n(C)c1=O
→ -0.5	i	0	0	-3	1	2.3	0	0
CCn1c(C)csc1=NC(=O)c1ccccc1
→ 2.5	i	-7	1	-2	11	-0.6	-5	-4
Cc1nn(CC(=O)OCC(=O)Nc2cccc(S(N)(=O)=O)c2)c(C)c1[N+](=O)[O-]
→ 0.5	i	-3	-7	-11	-6	0.9	2	-2
O=C(O)C1C2CCC(C2)C1C(=O)Nc1ccc(Cl)c(Cl)c1 (centres undefined)
→ -1.2	i	-5	14	-2	4	-0.2	-1	4
CCOc1cc(C)nc(N2CCC(C(=O)Nc3ccccc3OCC)CC2)n1
→ 0.2	i	-2	0	2	5	-0.8	-1	-4
Cc1ccc(C(=O)c2ccccc2C(=O)O)c(O)c1
→ 0.7	i	-4	10	-8	3	-0.4	2	-2
CC(=O)NCCNC(=O)C1(C)Cc2c(-c3ccccc3)ccnc2O1 (centres undefined)
→ 0.5	i	2	-6	-13	-8	-0.1	-6	-1
CCC(C)NC(=O)CSc1nnc(-c2cc(-c3cccs3)nc3ccccc23)o1 (centres undefined)
→ -0.5	·	-5	-4	15	-3	-0.7	1	-4
COc1ccc2nc(N3CCCC(C(=O)NCCCN4CCN(C)CC4)C3)sc2c1 (centres undefined)
→ 0.6	i	4	19	-6	1	-0.5	0	1
Nc1cccc2cccc([N+](=O)[O-])c12
→ 0.4	i	-5	12	-10	-6	0.0	-4	-9
Cc1ccc(-n2c(-c3ccccc3)n[nH]c2=S)cc1
→ 0.0	i	2	-3	-2	-3	-0.4	-1	1
CCCc1cc(=O)oc2cc(C)c(CN3CCCC3)c(O)c12
→ -0.5	i	24	-37	4	-3	0.3	1	1
C/C(N)=N\S(=O)(=O)c1ccc(Cl)cc1
→ 0.6	i	4	-6	-4	2	-0.6	2	-1
CCNC(=S)N1CCN(C(=O)C(Cc2ccccc2)NC(C)=O)CC1 (centres undefined)
→ -0.8	i	0	-85	-6	-5	-0.8	4	-10
O=C1CC(Cc2ccc(Br)cc2)C(=O)N1c1ccccc1 (centres undefined)
→ 0.6	i	-1	-2	2	2	-1.0	-3	-7
COc1ccc(C(=O)N(Cc2ccccc2)c2cccc(C)c2)cc1
→ -0.1	i	0	0	14	-5	-0.2	-1	0
O=C(Nc1ccccc1C(F)(F)F)c1cc(-c2ccccc2O)on1
→ 0.8	i	-5	-10	-4	-5	0.1	-3	-4
O=S(=O)(CCc1nc2ccccc2[nH]1)c1ccc(Br)cc1
→ 0.0	i	1	-2	-4	1	1.1	0	-3

High-throughput results: PubChem, several laboratories
